PAFAH2 FP inh = PAFAH2 (human) inhibition; recombinant PAFAH2, FP-rhodamine activity probe, fluorescence polarization; inhibition, % at 3.39 µM; actives 0.99% (n = 340,000);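 active means inhibition above the mean over all tested compounds plus 3 SD, cut at about 30% in these data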;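 further: inhibitors block probe labeling of enzyme so polarization drops; 0% = enzyme with DMSO and 100% = wells lacking PAFAH2 protein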
TPT1 inh = blocks Candida albicans tRNA 2'-phosphotransferase; recombinant caTPT1, FP RNA substrate dephosphorylation; inhibition, % at 5 µM; actives 0.81% (n = 300,000); AID 1962;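 active means inhibition above the mean of all tested compounds plus 3 SD, set per screening campaign, cut at about 24% in these data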;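 further: plate controls were DMSO alone for no effect and ferristatin control at 100 nM for full effect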
CTSL1 counter = blocks F. hepatica cathepsin L1 in PFM18AAP counter-screen; recombinant F. hepatica cathepsin L1, Z-Leu-Arg-MCA fluorescence; inhibition, % at 5.96 µM; actives 0.49% (n = 300,000); AID 1906;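 active means inhibition above the mean of all tested compounds plus 3 SD, set per screening campaign, cut at about 17% in these data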;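 further: 0% = plate median of test compound wells and 100% = 1 µM Z-Phe-Ala-diazomethylketone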
PP1 counter = blocks human PP1-alpha phosphatase, a PP5 counter-screen. inhibition, % at 6.7 µM. actives 0.9% (n = 320,000). purified PP1alpha, OMFP fluorescence. AID 2235;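 active means inhibition above the mean inhibition of all tested compounds plus 3 SD, computed separately for each screening campaign, cut at about 15% in these data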
Target sequence (P62136 whole entry, looked up): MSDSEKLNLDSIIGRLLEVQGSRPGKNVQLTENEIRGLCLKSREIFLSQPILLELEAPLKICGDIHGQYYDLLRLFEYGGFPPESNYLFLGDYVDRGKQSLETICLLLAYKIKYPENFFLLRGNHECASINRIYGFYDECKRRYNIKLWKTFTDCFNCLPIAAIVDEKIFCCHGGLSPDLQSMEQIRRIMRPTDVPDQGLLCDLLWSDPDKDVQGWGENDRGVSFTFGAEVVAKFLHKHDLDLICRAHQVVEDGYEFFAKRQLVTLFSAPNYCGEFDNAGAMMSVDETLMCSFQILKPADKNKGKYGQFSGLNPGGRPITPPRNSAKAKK
PP5 inh = blocks human protein phosphatase 5 activity; P53041; purified PP5c, OMFP substrate fluorescence; inhibition, % at 6.7 µM; actives 0.18% (n = 320,000); AID 1987;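 active means inhibition above the campaign's mean inhibition across all tested compounds plus 3 SD, cut at about 9.5% in these data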;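 further: 0% = DMSO only and 100% = 100 µM cantharidin control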
Target sequence (P53041 whole entry, looked up): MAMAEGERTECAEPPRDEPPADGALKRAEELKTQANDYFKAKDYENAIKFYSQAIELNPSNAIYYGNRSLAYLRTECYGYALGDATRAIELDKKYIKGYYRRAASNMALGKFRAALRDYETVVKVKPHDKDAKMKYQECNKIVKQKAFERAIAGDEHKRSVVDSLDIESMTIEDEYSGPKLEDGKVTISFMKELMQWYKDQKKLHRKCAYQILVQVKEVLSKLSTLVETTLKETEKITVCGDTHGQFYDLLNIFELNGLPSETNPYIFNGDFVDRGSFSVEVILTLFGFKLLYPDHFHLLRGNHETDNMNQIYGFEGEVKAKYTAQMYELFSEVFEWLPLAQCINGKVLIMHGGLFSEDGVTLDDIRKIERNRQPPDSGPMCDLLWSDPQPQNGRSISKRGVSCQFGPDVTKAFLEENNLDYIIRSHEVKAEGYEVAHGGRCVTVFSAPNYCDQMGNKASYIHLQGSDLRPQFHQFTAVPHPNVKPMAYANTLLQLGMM
core dimer inh = blocks dimerization of HCV core protein. TR-FRET GST/Flag-core106 dimerization, 1536-well. inhibition, % at 5 µM. actives 0.33% (n = 300,000). AID 1899;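 active means inhibition above the mean of all tested compounds plus 3 SD, set per screening campaign, cut at about 45% in these data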
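System: GST/Flag-tagged HCV core106 proteins. Incubation: compound-protein-antibody incubation 4 h at 22.5 °C. Technique: HTRF with 340 nm excitation, 617/671 nm emission. Medium: KF-containing HEPES buffer, pH 7.45, DTT, CHAPS, BSA. Read-out: inhibition (%) from 671 over 617 nm ratio. Also added: Eu(K)-anti-GST 90 ng/mL plus XL665-anti-Flag 1 µg/mL.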
procasp3 activ = activates human procaspase-3 | recombinant procaspase-3 D3A, Ac-DEVD-pNA absorbance 405 nm | activation, % at 8.5 µM | actives 0.11% (n = 330,000);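 active means activation above the mean of all tested compounds plus 3 SD, cut at about 21% in these data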;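 further: 0% = DMSO alone and 100% = DMSO wells spiked with extra 5 µM PC-3 D3A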
Target sequence (P42574 whole entry D9A/D28A/D175A): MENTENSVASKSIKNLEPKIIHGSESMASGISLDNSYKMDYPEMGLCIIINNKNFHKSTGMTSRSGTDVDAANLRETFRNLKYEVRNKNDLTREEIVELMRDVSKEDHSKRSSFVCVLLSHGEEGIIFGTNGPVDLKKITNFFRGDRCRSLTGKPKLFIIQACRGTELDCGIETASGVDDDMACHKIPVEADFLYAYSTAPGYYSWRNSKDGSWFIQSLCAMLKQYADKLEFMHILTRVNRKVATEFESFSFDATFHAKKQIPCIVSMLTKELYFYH
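assay system = Procaspase-3 D3A mutant | signal = absorbance at 405 nm, 0 and 120 min | times = 1 h preincubation plus 2 h reaction at 25 °C | repeats = single replicate | read-out = % activation between DMSO and enzyme-spiked controls | medium = Zinc-free HEPES saline buffer with Triton X-100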
AHR act = activators of human aryl hydrocarbon receptor; P35869; AHR-responsive luciferase reporter cells, luminescence; activation, % at 5 µM; actives 2.5% (n = 320,000); in the data active means activation above about 47%;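 further: 0% = vehicle wells and 100% = reference agonist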
procasp7 counter = counter-screen for procaspase-3 activators: activators of human procaspase-7. P55210. recombinant procaspase-7, Ac-DEVD-pNA absorbance 405 nm; D23A/D198A/D206A triple mutant, cannot self-cleave; scale: DMSO 0, 5 µM enzyme 100. activation, % at 8.5 µM. actives 0.093% (n = 330,000);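 active means percent activation above the screen-wide mean plus 3 SD, cut at about 25% in these data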
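System: Uncleavable procaspase-7 mutant enzyme; Amount: 2 µM procaspase-7 mutant as dispensed; Schedule: 1 h compound preincubation, 2 h substrate cleavage, 25 °C; Measured by: 405 nm absorbance of p-nitroaniline; Evaluation: percent activation from buffer-corrected 0–120 min absorbance change; Control set: low DMSO alone, high DMSO plus 5 µM PC-7.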
* hit, by the source's call; x = no result given. Not a hit list. Share with any hit: about 5.6%.

SMILES	PAFAH2 FP inh	TPT1 inh	CTSL1 counter	PP1 counter	PP5 inh	core dimer inh	procasp3 activ	AHR act	procasp7 counter
O=C(CSc1nnnn1-c1cccc2c1CCCC2)N1CCCC1	1	0	4	-1	0.7	-1	5	-1	-2
C=CCN(CC=C)Cc1c(O)ccc2c(=O)c(-c3ccccc3)coc12	3	-3	-2	-8	0.8	7	0	4	8
Nc1ccc(C(=O)N/N=C\c2cc(N=Nc3cccc4ccccc34)ccc2O)cc1	6	0	0	7	3.5	7	16	35	12
Cc1ccc(C)c(NC(=S)NC(NC(=O)Cc2ccccc2)C(Cl)(Cl)Cl)c1 (stereo not given)	-42	-4	-4	-2	-0.1	20	-6	4	-12
O=C(Nc1ccc(-c2nc3ncccc3o2)cc1)c1ccco1	-9	7	13	6	3.3	16	-2	-2	-9
O=C(CCc1nc(-c2ccc(Cl)cc2)no1)NC1CCCC1	10	0	-9	3	0.8	7	1	4	-4
O=C(NCc1ccco1)C12CN(Cc3ccccc3)CC1C(c1ccc([N+](=O)[O-])cc1)=NO2 (stereo not given)	2	-3	0	-1	3.4	16	8	-1	-10
CCCCCCN1C2=NCCN2c2ccccc21	-4	-2	-1	-4	1.0	-5	2	4	4
O=C(C[n+]1cc(-c2ccc(Cl)c(Cl)c2)n2c1CCC2)N1c2ccccc2Sc2ccccc21	-7	-1	-2	11	1.8	-2	3	0	4
Cc1cc(C)n(CCc2nc(-c3ccc(C)o3)cs2)n1	14	0	-1	0	-1.8	39	-23	-3	-23
O=C(CSC1=NNC(c2ccccn2)S1)Nc1cccc(Cl)c1 (stereo not given)	x	-1	0	1	4.1	0	-17	6	-28
Cc1ccc2nc(N3CCN(C(=O)c4ccco4)CC3)sc2c1	1	-2	-2	-4	1.2	3	-3	10	6
COc1ccc(OC)c2sc(NC(=O)C3CC3)nc12	1	2	-1	0	1.4	12	-4	75*	11
C=CCSc1nc(=O)n2ccc(C)cc2n1	15	6	-3	4	1.4	22	5	2	13
Cc1c(NC(=O)CN(c2ccc(F)cc2)S(=O)(=O)c2ccccc2)c(=O)n(-c2ccccc2)n1C	-2	-6	2	-5	-0.3	0	4	-2	-1
CCCC(C(=O)NCC1CCCO1)N(Cc1ccco1)C(=O)CNS(=O)(=O)c1ccc(F)cc1 (stereo not given)	7	-1	0	0	1.4	0	5	1	2
COc1ccc(S(=O)(=O)NCC(=O)N(CC2CCCO2)C(C(=O)NC2CCCC2)C(C)C)cc1 (stereo not given)	4	0	-2	2	3.6	-9	-4	-1	6
COc1ccc(C(=O)NNC(=O)c2cccs2)cc1S(=O)(=O)N1CCOCC1	-2	x	x	x	x	x	9	10	-1
CCCCCn1c(N2CCN(Cc3ccccc3)CC2)nc2c1c(=O)[nH]c(=O)n2C	1	2	1	5	4.7	7	-4	-3	5
COc1ccc(CCNC(=O)c2ccc(Cl)nc2)cc1	8	-3	0	5	0.2	-1	3	-5	4
O=C(O)CCN1C(=O)C2C3C=CC(C3)C2C1=O (stereo not given)	3	1	-3	-2	-2.6	-1	0	2	-3
CCN(CC(=O)NCc1ccc(F)cc1)C(=O)c1cccnc1SC	3	0	-3	-1	-2.2	1	1	1	0
O=C(Nc1ccc(OC(F)(F)F)cc1)c1cnc2n(c1=O)CCS2	1	-1	3	0	-0.4	-5	8	67*	-1
CC1(C)C(=O)OC(/C=C\c2cccc([N+](=O)[O-])c2)C(C)(C)C1=O (stereo not given)	0	1	-3	-6	0.3	2	6	3	3
CN1C(C(=O)NCc2ccccc2)CC2Cn3c(nc4cc(Cl)c(Cl)cc43)C21 (stereo not given)	5	2	-6	-1	-0.3	-7	-4	4	-5
CCOC(=O)c1cc(-c2ccccc2)n(CC(=O)O)c1C	-1	3	-5	-1	1.9	-8	4	-2	8
Cc1ccc(CNC(=O)NC23CC4CC(CC(C4)C2)C3)cc1	-6	0	-3	-2	-1.7	9	-6	-1	3
CCn1c(SCC(=O)N=Nc2c(O)[nH]c3ccccc23)nc2ccccc21	7	-1	-2	-1	-0.4	-1	7	21	-2
CCOC(=O)N1CCN(Cc2ccccc2F)CC1	15	2	2	2	1.7	0	-7	0	-2
CCN1C(=O)c2cccc3c(N)ccc(c23)C1=O	21	-94	4	-12	-11	-13	-18	-6	0
Cc1cc(C)cc(Nc2nc3c([nH]2)c(=O)n(C)c(=O)n3C)c1	-2	0	-1	2	-0.8	-2	0	95*	-2
CCCc1cc(=O)[nH]c(SCC(=O)c2cc(C)n(-c3cc(C)on3)c2C)n1	-5	-2	3	2	-0.2	4	4	6	0
Cc1ccc2c(c1)N(CC(=O)NCC1CCCO1)C(=O)C(C(C)C)O2 (stereo not given)	1	1	6	0	0.1	5	-2	0	3
CCC(C)c1ccc(NC(=S)N2CCN(C(=O)C3CCCO3)CC2)cc1 (stereo not given)	3	-2	-2	1	3.0	0	-3	0	1
O=C(CCCC1=NS(=O)(=O)c2ccccc2N1)N1CCN(c2ccc([N+](=O)[O-])cc2)CC1	1	-2	3	-3	2.9	6	-17	0	-16
Cc1c(C)n(CCc2ccccc2)c2ncnc(NCCO)c12	-1	-2	-3	-4	1.8	-10	5	44	2
Cc1ccc([N+](=O)[O-])cc1NC(=O)CSc1nnc(C)n1CC1CCCO1 (stereo not given)	-10	-2	0	-1	2.3	8	4	2	-2
COc1ccc(C2C(C#N)=C(C)NC3=C2C(=O)CC(C)(C)C3)c(OC)c1 (stereo not given)	-1	-3	-14	2	-0.1	2	4	1	2
COC(=O)c1ccc(CSc2nnc(Nc3cccc(OC)c3)s2)o1	2	1	-1	1	3.0	12	-6	4	4
O=C(CCC1N=C2c3ccccc3N=C(SCC(=O)NCc3ccco3)N2C1=O)NCc1ccco1 (stereo not given)	-16	-1	0	-2	-0.5	5	-1	0	6
CC1CN(S(=O)(=O)c2cccc(C(=O)NCc3ccco3)c2)CC(C)O1 (stereo not given)	-3	x	x	11	-1.2	x	1	-1	-12
CC(C)Sc1ncnc2c1cnn2-c1ccccc1	2	-3	1	-5	1.3	-3	-1	4	-3
O=C(Nc1ccccc1C(=O)N1CCOCC1)c1ccncc1	-3	-6	-3	-3	-0.7	-2	-7	0	-3
Cc1cc(C)c(NC(=O)Nc2ccccc2)c(C)n1	-2	x	x	1	-2.4	x	10	10	0
Cc1ccc(C2CC(c3ccccc3OC(F)F)Nc3ncnn32)cc1 (stereo not given)	0	-4	-1	5	2.1	2	0	1	10

Taken from above.
Entry for `COc1ccc(C2C(C#N)=C(C)NC3=C2C(=O)CC(C)(C)C3)c(OC)c1` (stereo not given) in PP5 inh: -0.1
Entry for `Cc1ccc([N+](=O)[O-])cc1NC(=O)CSc1nnc(C)n1CC1CCCO1` (stereo not given) in procasp3 activ: 4
Entry for `Cc1cc(C)c(NC(=O)Nc2ccccc2)c(C)n1` in PP5 inh: -2.4
Entry for `Cc1c(C)n(CCc2ccccc2)c2ncnc(NCCO)c12` in AHR act: 44
Entry for `CCCc1cc(=O)[nH]c(SCC(=O)c2cc(C)n(-c3cc(C)on3)c2C)n1` in AHR act: 6

Remaining list, next part:
SMILES	PAFAH2 FP inh	TPT1 inh	CTSL1 counter	PP1 counter	PP5 inh	core dimer inh	procasp3 activ	AHR act	procasp7 counter
COc1cc2cc(Oc3ccc4ccc(=O)oc4c3)c(=O)oc2cc1OC1OC(COC(=O)CC(C)(O)CC(=O)O)C(O)C(O)C1O (stereo not given)	10	-3	3	-4	-0.7	-4	7	1	3
Cc1cc(OCCCCCN2CCCC2)ccc1Cl	-6	0	-2	3	2.1	-12	5	3	1
Cc1ccccc1NC(=O)CSc1nnc2ccc(-c3cccnc3)nn12	1	2	-3	-7	-1.6	-4	0	22	2
CCN(CCn1cccn1)C(=O)CC1C(=O)NCCN1Cc1cccc(OC)c1OC (stereo not given)	-6	-5	-1	0	3.9	-12	4	-4	-4
CCC1Sc2ccccc2N(CC(=O)NCCC2=CCCCC2)C1=O (stereo not given)	4	-9	4	5	3.4	2	-2	4	2
Cc1cc2ccccc2c(=O)[nH]1	4	-1	3	-4	0.1	9	-1	-3	-3
O=C(NCc1n[nH]c(=S)n1-c1cccc(C(F)(F)F)c1)c1ccc(S(=O)(=O)N2CCCC2)cc1	1	2	-3	3	4.8	-6	1	5	-16
COc1ccc(CNC(=O)C2CC(c3ccc(F)cc3)=NO2)cc1 (stereo not given)	-4	-4	1	-3	-1.5	0	1	-1	6
CCCN1Cc2cccc(C(=O)Nc3ccc(CN4CCCC4)cc3)c2C1=O	-8	-3	3	-2	0.3	-2	-2	6	-7
COc1ccc(Cl)c2c1[nH]c1nc(SCc3ccccn3)nnc12	8	3	0	4	-0.8	6	3	59*	6
Cc1[nH]c(C)c(S(=O)(=O)NCCc2ccccc2)c1C(=O)N1CCCCC1	6	8	1	-3	-2.0	-1	-5	2	4
Cc1cc(C)c2oc(=O)cc(CN3CCC(C)CC3)c2c1	-2	0	3	0	1.7	8	-3	1	13
COc1ccc(NC2CS(=O)(=O)CC2NCc2ccco2)cc1 (stereo not given)	2	4	2	0	-1.1	6	7	1	2
Cc1ccc(C(=O)NCC(=O)OCC(=O)Nc2ccccc2[N+](=O)[O-])cc1	5	2	-7	-4	0.9	7	4	3	11
CCOC(=O)C1CCN(C(=O)C2(NC(=O)NC3CCCCC3)CCCCC2)CC1	-3	7	1	-3	-1.1	1	4	0	9
O=C(O)c1cccc(NC(=O)c2ccc(N3C(=O)c4ccc(C(=O)Nc5cccc(C(=O)O)c5)cc4C3=O)cc2)c1	10	-4	-3	-7	0.9	2	-3	1	-11
Cc1nc2c(c(=O)n1CCC1=CCCCC1)c1nc3ccccc3nc1n2/N=C/c1ccccc1	-8	-2	0	-3	1.1	14	16	-9	8
COc1ccc2[nH]cc(CCNC(=O)CS(=O)(=O)Cc3ccccc3)c2c1	-2	-3	1	-2	1.8	-3	6	8	-1
Cc1ccc(SCc2[nH]nc3c2C2(C(=O)Nc4ccc([N+](=O)[O-])cc42)C(C#N)=C(N)O3)cc1 (stereo not given)	-3	-3	5	-2	0.2	3	-5	2	5
C=CCn1c(-c2csc3c2CCC(C)C3)n[nH]c1=S (stereo not given)	2	2	2	-2	1.8	4	-21	3	-22
CCCn1c(SCC(=O)Nc2nnc(C)s2)nnc1-c1ccoc1C	-8	-2	-2	-1	2.0	8	0	0	7
[S-]c1nnc(-c2ccc(Br)cc2)n1-c1ccccc1.[Zn+2]	2	-5	-1	20*	6.7	-6	-8	-2	-10
COCCCNCCOCCOc1ccccc1-c1ccccc1	-2	-1	-1	0	3.3	3	-8	1	6
COc1ccc(NC(=O)C(Cc2ccccc2)n2cccc2)c(OC)c1 (stereo not given)	-2	-2	0	1	4.8	-2	1	4	6

Not a retest: entries from further up.
SMILES	PAFAH2 FP inh	TPT1 inh	CTSL1 counter	PP1 counter	PP5 inh	core dimer inh	procasp3 activ	AHR act	procasp7 counter
COCCCNCCOCCOc1ccccc1-c1ccccc1	-2	-1	-1	0	3.3	3	-8	1	6
COc1ccc(NC(=O)C(Cc2ccccc2)n2cccc2)c(OC)c1 (stereo not given)	-2	-2	0	1	4.8	-2	1	4	6

Compound activity (PubChem)
